# From PubChem
# NR1D1 modulator = Rev-erb alpha (human) modulation; P20393; Rev-erbα–FITC-DNA binding, fluorescence polarization, 90 min; activity, % at 10 µM; 0.79% of 370,000 active; AID 1259318;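 active = activity above about 14%, limit read from the data; passing the limit was not always enough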;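 also: 0% = DMSO wells with 35 nM protein and 100% = DMSO wells with 750 nM protein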
# Target sequence (P20393 whole entry, looked up): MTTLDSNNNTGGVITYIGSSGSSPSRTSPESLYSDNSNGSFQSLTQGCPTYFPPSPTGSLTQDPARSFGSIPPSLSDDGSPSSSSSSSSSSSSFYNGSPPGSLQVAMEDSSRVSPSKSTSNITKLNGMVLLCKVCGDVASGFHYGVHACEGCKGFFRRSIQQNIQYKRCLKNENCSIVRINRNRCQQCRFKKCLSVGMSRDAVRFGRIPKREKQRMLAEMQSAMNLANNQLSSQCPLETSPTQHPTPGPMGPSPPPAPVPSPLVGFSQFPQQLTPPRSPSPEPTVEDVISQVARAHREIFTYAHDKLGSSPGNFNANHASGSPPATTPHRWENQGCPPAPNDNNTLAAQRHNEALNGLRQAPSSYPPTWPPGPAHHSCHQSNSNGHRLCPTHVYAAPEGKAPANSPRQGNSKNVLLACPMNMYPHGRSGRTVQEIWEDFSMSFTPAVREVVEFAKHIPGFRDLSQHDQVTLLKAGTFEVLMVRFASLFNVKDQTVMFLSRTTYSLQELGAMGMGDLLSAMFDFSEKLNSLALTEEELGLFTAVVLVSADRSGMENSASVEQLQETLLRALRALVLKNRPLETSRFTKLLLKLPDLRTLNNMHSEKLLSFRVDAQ
# SMARCA2 act = activators of SMARCA2 function; 1% of 370,000 active; activation, % at 9.1 µM; MG213 cells, MMTV-luciferase reporter, dexamethasone, overnight; in the data active = activation above about 7.8%;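 also: 0% = vehicle wells and 100% = reference activator wells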
# GC-A act = GC-A (human) enzyme activation; activation, % at 10 µM; HEK293 GC-A cells, cGMP TR-FRET, EC30 ANP; 0% at EC30 ANP, 100% saturating ANP; 0.14% of 370,000 active; in the data active = activation above about 40%
# GC-B act = GC-B (human) receptor activation; P20594; HEK293-GC-B cells, CNP EC30, cGMP TR-FRET; 0% at EC30 CNP, 100% saturating CNP; activation, % at 10 µM; 0.11% of 370,000 active; AID 1920062;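 active = activation at 10 µM reaching about 35% in either raw or pattern-adjusted values, limit read from the data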
# HTRA1 inhibitor = HTRA1 (human) protease inhibition; Q92743; recombinant HTRA1, FP-rhodamine activity-based probe, fluorescence polarization; inhibition, % at 5.96 µM; 0.5% of 340,000 active; in the data active = inhibition above about 36%;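 also: 0% = enzyme with DMSO and 100% = wells lacking enzyme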
# ASAP1 GAP inh = ASAP1 ArfGAP inhibition | Q9ULH1 | ASAP1-stimulated ARF1 GTP hydrolysis, GDP FP detection | inhibition, % at 16.5 µM | 0.19% of 360,000 active | AID 624377; in the data active = inhibition above about 25%;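 also: 0% = vehicle with enzyme and substrate and 100% = no enzyme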
# Target sequence (Q9ULH1 325-724 limits assumed): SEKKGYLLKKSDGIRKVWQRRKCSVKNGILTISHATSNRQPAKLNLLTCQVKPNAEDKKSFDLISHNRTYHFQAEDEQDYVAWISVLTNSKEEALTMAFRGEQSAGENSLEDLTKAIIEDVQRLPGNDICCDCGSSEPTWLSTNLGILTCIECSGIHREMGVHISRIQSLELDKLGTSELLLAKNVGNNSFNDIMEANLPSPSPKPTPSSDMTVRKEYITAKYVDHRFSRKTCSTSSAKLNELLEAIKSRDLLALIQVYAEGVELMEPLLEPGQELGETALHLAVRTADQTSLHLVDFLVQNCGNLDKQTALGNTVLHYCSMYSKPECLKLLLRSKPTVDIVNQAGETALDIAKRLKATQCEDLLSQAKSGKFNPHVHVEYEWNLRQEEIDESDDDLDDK
# ARFGAP1 inhibitor = inhibitors of rat ARFGAP1 | Q62848 | Arfgap1-stimulated ARF1 GTP hydrolysis, GDP FP detection | inhibition, % at 16.5 µM | 0.26% of 360,000 active | AID 651572;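 active = inhibition above a per-plate limit, mean inhibition of low control wells plus 3 SD, cut at about 25% in these data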;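 also: 0% = DMSO wells with enzyme and 100% = wells lacking Arfgap1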
#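 Material: rat Arfgap1 catalytic domain, aa 1-136; also added: human ARF1(Δ1-17)-GTP substrate; compound dosing: one concentration, 16.5 µM, DMSO 1.26%; incubation: GTP hydrolysis reaction 2 h at 25 °C; measured by: Tracer-displacement fluorescence polarization with EDTA stop, 620/688 nm; evaluation: % inhibition from polarization; repeats: one replicate per compound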
# rCAG binder = binds r(CAG) RNA repeats; r(CAG) RNA repeat, TO-PRO-1 dye displacement fluorescence; inhibition, % at 3 µM; 1.3% of 370,000 active; AID 651821;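 active = inhibition above the plate cutoff, the mean of all test compounds on that plate plus 3 SD, cut at about 35% in these data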;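 also: 0% = DMSO alone and 100% = 100 µM mitoxantrone as full dye displacement; higher means more dye released from RNA so lower well fluorescence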
# mABHD4 FP = inhibitors of mouse ABHD4; AID 720543; inhibition, % at 8.92 µM; 0.54% of 370,000 active; purified mABHD4, FP-Rh probe fluorescence polarization;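 active = inhibition exceeding the mean over every tested compound plus 3 SD, cut at about 30% in these data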;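 also: 0% = plate median of compound wells and 100% = S159A mutant with DMSO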
#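 Assay system: Wild-type mouse ABHD4 protein | Medium: HEPES pH 7.0 buffer, 150 mM NaCl, 0.01% Pluronic F-127 | Incubation: Enzyme–compound pre-incubation 45 min, then probe 60 min, both 25 °C | Technique: Fluorescence polarization with parallel and perpendicular emission, 525/598 nm | Evaluation: % inhibition of FP-Rh probe binding versus controls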
# PG9 binder = binds the HIV-1 gp120 antibody PG9. inhibition, % at 6.7 µM. 0.43% of 360,000 active. TR-FRET gp120-PG9 antibody binding; in the data active = inhibition above about 8.5%
# Starred values were filed as active, the others as inactive; / = not tested or not shown. Hits appear at their usual frequency. About 4.4% of those tested had a hit in this group.
SMILES,NR1D1 modulator,SMARCA2 act,GC-A act,GC-B act,HTRA1 inhibitor,ASAP1 GAP inh,ARFGAP1 inhibitor,rCAG binder,mABHD4 FP,PG9 binder
COCCN(C(=O)COc1ccc(Cl)cc1)c1nnc(-c2cccnc2)s1,24*,-1,6,3,1,1,0,6,4,-0.2
O=C(NCc1ccco1)C(=O)NCC1OCCN1C(=O)c1ccc(Cl)cc1 (centres undefined),-5,3,1,1,4,-15,2,8,-4,-2.0
S=c1[nH]nc(CCc2ccccc2)n1-c1ccccc1,-3,8,-1,2,1,12,-12,3,-6,-1.1
Cc1ccc(N2CCN(S(=O)(=O)N3CCCCC3)CC2)c(C)c1,6,0,8,3,/,2,0,-7,0,-0.8
Cc1cccc(C)c1NC(=O)/C(C#N)=C/c1ccc(-c2ccc(C(=O)O)cc2)o1,-9,2,-2,-2,-1,8,5,3,-2,-1.8
CCOC(=O)CNC(=O)c1cc2c(=O)[nH]c3ccc(C)cc3c2s1,-1,2,6,2,-4,-2,16,8,-1,-0.5
CCOc1ccc(N2CC(C(=O)Nc3cccnc3)CC2=O)cc1 (centres undefined),2,2,-2,2,9,-1,-1,0,5,0.8
Cc1cc(C)nc(NC2=NCC(=O)N2c2ccc(Cl)cc2)n1,5,0,-1,-3,8,1,-6,0,-4,0.9
Cc1cccc(CN2CCN(c3ncccn3)CC2)c1,-3,0,-3,-2,3,14,6,-1,3,-1.2
CN1C(=O)C2(OCCCO2)c2ccccc21,1,-1,1,3,1,-11,-1,1,2,0.3
Cc1cccc(/N=C/c2sc3ccccc3c2O)n1,4,1,0,-5,-5,28*,21,2,3,-5.5
O=c1[nH]c(=O)n(CCc2ccc(F)cc2)c(O)c1C=NCc1ccc2c(c1)OCO2,21*,5,-20,-23,1,9,5,-1,-1,-2.0
COC(=O)[C@@]1(Cc2ccc(F)cc2)[C@H]2c3cc(C(=O)N4CCCC4)n(Cc4cc(C)n(C)n4)c3C[C@H]2CN1C(=O)c1ccccc1,1,-2,-2,1,/,0,-2,4,-3,-0.4
CCc1cccc(NC(=O)CN(C)C2=NS(=O)(=O)c3ccccc32)c1,-3,-1,-3,4,-9,-18,-6,2,-2,-1.2
CCN(CC(=O)Nc1ccccc1C(F)(F)F)C(=O)c1cccc(S(=O)(=O)N2CCN(C)CC2)c1,0,-2,0,3,-6,3,7,-6,2,-0.2
C/C(=C\C(=O)C(F)(F)F)Nc1cc(C)cc(C)c1,-1,3,2,-6,4,-6,16,1,5,0.6
CN(C)CCCN(C(=O)COc1ccc(Cl)cc1)c1nc2cc3c(cc2s1)OCCO3,-3,-2,-7,-9,-2,-2,6,4,9,0.5
COc1cccc(NC(=O)Cn2nnc(C(=O)NCc3cccs3)c2N)c1,3,-2,2,5,-3,7,1,2,6,-0.8
COc1ccc(S(=O)(=O)NC2CCCCC2)cc1-n1cnnn1,4,4,0,5,7,4,9,-5,3,-1.0
COC(=O)Nc1nnc(-c2ccccc2OC)s1,-3,7,1,-8,1,0,-4,2,7,-1.2
CC1(C)C(=O)Nc2ccccc2N1C(=O)CN1C(=O)C(=O)N(C2CCCC2)C1=O,-5,-3,0,-2,0,4,9,-3,-1,-0.1
COc1cc(NC(=O)COc2ccc(-n3ccnc3)cc2)cc(OC)c1,6,-4,-11,-10,-2,4,6,-2,1,-1.1
CC(=O)Nc1ccc(S(=O)(=O)N2CCSC2c2ccc(Cl)cc2)cc1 (centres undefined),0,-4,-3,-2,-26,6,-8,2,-18,-0.2
Cc1cc(Cl)ccc1OCC(=O)OCC(=O)c1c(N)n(C)c(=O)n(C)c1=O,-4,2,1,-3,-1,-14,3,0,-5,-1.2
CN1CCN/C1=C(/C(Cl)=C(Cl)Cl)[N+](=O)[O-],-1,-1,3,-1,2,12,-5,3,5,-0.5

# ASAP1 GAP inh: entries above that show a hit.
SMILES	NR1D1 modulator	SMARCA2 act	GC-A act	GC-B act	HTRA1 inhibitor	ASAP1 GAP inh	ARFGAP1 inhibitor	mABHD4 FP	PG9 binder
Cc1cccc(/N=C/c2sc3ccccc3c2O)n1	4	1	0	-5	-5	28*	21	3	-5.5

# The results go on.
SMILES,NR1D1 modulator,SMARCA2 act,GC-A act,GC-B act,HTRA1 inhibitor,ASAP1 GAP inh,ARFGAP1 inhibitor,rCAG binder,mABHD4 FP,PG9 binder
COc1ccc(C)c(NC(=O)NCCc2cnc[nH]2)c1,3,-1,1,0,9,11,13,-3,2,-2.0
O=C(NCCCn1ccnc1)c1cccc(Br)c1,-2,6,3,3,7,5,-2,-2,-1,-2.0
C[C@@H]1CNCCN1c1ccc(N2CCS(=O)(=O)CC2)c(C#N)c1,2,0,-4,-1,/,-4,1,4,-5,-4.3
COC(=O)c1cc2ccccc2c([N+](=O)[O-])c1O,0,0,0,-1,-4,2,-1,2,6,-1.0
COC(C[C@H]1O[C@@H]1[C@H](O)[C@H](C)OCc1ccccc1)OC,-3,-1,-1,2,3,2,4,7,-20,-0.1
NC(=O)CSc1nnc(-c2cccs2)n1-c1ccccc1,1,-3,-2,-1,4,-6,0,-1,-2,-2.1
COc1cccc(=O)c2c(C)n(-c3ccc(C(=O)O)cc3)c(C)c12,2,-3,0,1,11,-2,-8,5,30*,-3.1
Cn1c(CO)cnc1-c1ccccc1,1,0,7,-5,0,0,15,0,2,-2.9
O=C(NCCCN1CCOCC1)C(=O)c1c[nH]c2ccccc12,6,0,5,4,-6,2,5,2,4,-0.3
Cc1cc(C)c(NC(=O)CSc2nc3ncc(Br)cc3[nH]2)c(Cl)c1,47*,-1,0,-4,-2,11,3,6,-4,35*
COc1ccc(CNC(=O)c2ccc(N3CCCC3=O)cc2)cc1,1,1,-2,3,7,1,-12,-2,0,0.1
O=C(CC1C(=O)NCCN1Cc1cccc(F)c1)NC1CCCCCC1 (centres undefined),-4,-2,0,4,0,9,18,-1,9,-0.2
CSc1ncnc2c1ncn2CCCN1CCN(c2ncccn2)CC1,7,-1,-2,4,7,6,4,-1,7,-0.7
CCOC(O)[C@H]1N[C@@H](c2ccc(Cl)cc2)[C@@H]([N+](=O)[O-])[C@@H]1c1ccccc1 (some centres undefined),-5,0,1,-2,-18,-4,9,-1,-10,0.6
NC(=O)COC(=O)c1sc2cc(F)ccc2c1Cl,1,4,-6,0,6,7,13,2,-9,1.7
Cc1ccc(S(=O)(=O)NCCCNS(C)(=O)=O)cc1,3,-1,0,4,-1,-17,-3,-1,-5,0.2
Nc1nc2ncccn2c1-c1ccccc1,-3,-7,0,4,/,-5,-8,2,-1,-1.9
Brc1ccc(CSc2ncnc3nc[nH]c23)cc1,4,-2,13,-1,-6,5,7,1,1,-1.0
Fc1ccc(NC(=S)Nc2ccc(Br)cc2)cc1,1,-3,2,-1,-3,8,-1,5,-7,0.0
O=C(CSc1n[nH]c(-c2ccccn2)n1)Nc1ccccc1F,1,-2,7,-4,-1,-4,-5,11,-2,-0.3
COC(=O)c1ccc(OCC(=O)Nc2ccsc2C(=O)OC)cc1,12,-3,0,-2,-6,-8,6,-3,-5,-0.2
COCCN1CCN(C(=O)c2cc(COc3ccc(F)cc3Cl)on2)CC1,-4,-2,10,-4,-4,-10,-12,-3,2,2.3
CC(C)C[C@@H](NC(=O)[C@H]1CCCN1C(=O)Cc1ccccc1)C(N)=O,-1,-1,-1,5,10,-4,-2,0,-2,-2.0
COC(=O)C1CCc2c(ccc3c2CCCC3)C1=O (centres undefined),4,11*,-2,4,3,-11,-8,0,0,-1.8
COc1cccc(C2N(c3cccc(Cl)c3)C(=O)C3CCCN32)c1 (centres undefined),2,-1,-19,-17,0,2,1,2,5,-0.1

# One compound at a time, as listed above. Screens in order: NR1D1 modulator	SMARCA2 act	GC-A act	GC-B act	HTRA1 inhibitor	ASAP1 GAP inh	ARFGAP1 inhibitor	rCAG binder	mABHD4 FP	PG9 binder
# Profile of `COc1ccc(C)c(NC(=O)NCCc2cnc[nH]2)c1` → 3	-1	1	0	9	11	13	-3	2	-2.0
# Profile of `Brc1ccc(CSc2ncnc3nc[nH]c23)cc1` → 4	-2	13	-1	-6	5	7	1	1	-1.0
# Profile of `CSc1ncnc2c1ncn2CCCN1CCN(c2ncccn2)CC1` → 7	-1	-2	4	7	6	4	-1	7	-0.7
# Profile of `Cn1c(CO)cnc1-c1ccccc1` → 1	0	7	-5	0	0	15	0	2	-2.9
# Profile of `CCOC(O)[C@H]1N[C@@H](c2ccc(Cl)cc2)[C@@H]([N+](=O)[O-])[C@@H]1c1ccccc1` (some centres undefined) → -5	0	1	-2	-18	-4	9	-1	-10	0.6

# New compounds follow:
SMILES,NR1D1 modulator,SMARCA2 act,GC-A act,GC-B act,HTRA1 inhibitor,ASAP1 GAP inh,ARFGAP1 inhibitor,rCAG binder,mABHD4 FP,PG9 binder
CC(=O)c1cccc(NC(=O)CCNS(=O)(=O)c2cccc3nsnc23)c1,-1,-2,2,-8,11,5,-3,0,6,-0.6
CCOC(=O)C1(CCCc2ccccc2)CCN(C(=O)C2=C(C)OCCO2)CC1,1,-1,1,3,-1,-2,-3,-4,0,2.2
O=C(NCCc1ccccc1)C1CCN(S(=O)(=O)N2CCCCCC2)CC1,-3,2,-1,2,-17,8,7,-4,-6,1.5
Cc1cc(NC(=O)CSc2nc3ccccc3n2CC(=O)N2CC(C)CC(C)C2)no1 (centres undefined),7,1,0,3,0,0,-10,0,2,-2.3
O=[N+]([O-])c1cccc(CN2CCC(Cc3ccccc3)CC2)c1,0,-1,4,1,-5,-4,5,-1,-2,-0.1
CCn1c(N2CCN(CC(=O)c3c[nH]c4ccccc34)CC2)nc2c1c(=O)[nH]c(=O)n2C,-2,-3,-3,1,2,-3,8,-4,-4,-0.2
Cc1ccc(C)n1N1C(=O)/C(=C\c2ccc(Cl)cc2)SC1=S,0,-4,-4,-3,-3,1,1,11,4,0.3

# Looked up by compound from above (3):
SMILES,NR1D1 modulator,SMARCA2 act,GC-A act,GC-B act,HTRA1 inhibitor,ASAP1 GAP inh,ARFGAP1 inhibitor,rCAG binder,mABHD4 FP,PG9 binder
O=[N+]([O-])c1cccc(CN2CCC(Cc3ccccc3)CC2)c1,0,-1,4,1,-5,-4,5,-1,-2,-0.1
Cc1ccc(C)n1N1C(=O)/C(=C\c2ccc(Cl)cc2)SC1=S,0,-4,-4,-3,-3,1,1,11,4,0.3
CCOC(=O)C1(CCCc2ccccc2)CCN(C(=O)C2=C(C)OCCO2)CC1,1,-1,1,3,-1,-2,-3,-4,0,2.2
